Screening results (PubChem BioAssay)
SUMO1 PPI mod: SUMO1-SIM interaction modulation | SUMO1 binding to a labelled peptide, TR-FRET, 1 h | inhibition, % at 20 µM | hit rate 0.33% among 360,000; in the data active = inhibition above about 37%
STEP inh: blocks human striatal-enriched tyrosine phosphatase; inhibition, % at 20 µM; recombinant STEP, OMFP fluorogenic substrate, fluorescence; P54829; hit rate 0.25% among 360,000;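 active = inhibition at 20 µM, scaled per plate between control wells, above about 37%, limit read from the data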;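 note: 0% = DMSO with enzyme and substrate and 100% = substrate only without enzyme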
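Test system: STEP tyrosine phosphatase / Reagent: OMFP at 25 µM / Doses: 20 µM, 1% DMSO / Read-out: percent inhibition scaled to no-enzyme and uninhibited-enzyme controls, plate-pattern corrected / Detection: FITC-channel fluorescence of OMFP product / Medium: Bis-Tris buffer pH 6.0, 2.5 mM DTT, 0.005% Tween 20 / Schedule: 20 min at room temperature, dark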
CSN deneddyl inh: inhibitors of human CSN-mediated cullin deneddylation; Purified CSN, SCF-Nedd8-OG deneddylation, fluorescence polarization; inhibition, % at 12.5 µM; hit rate 0.38% among 360,000;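 active = pattern-corrected inhibition above about 35%, with an unprinted fluorescence ratio check between 0.5 and 1.5, limit read from the data, passing the limit was not always enough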;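 note: 0% = enzyme with substrate and 100% = substrate without enzyme; some results filed as inactive read as strong as hits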
Target sequence (Q92905 whole entry, looked up, one chain of several): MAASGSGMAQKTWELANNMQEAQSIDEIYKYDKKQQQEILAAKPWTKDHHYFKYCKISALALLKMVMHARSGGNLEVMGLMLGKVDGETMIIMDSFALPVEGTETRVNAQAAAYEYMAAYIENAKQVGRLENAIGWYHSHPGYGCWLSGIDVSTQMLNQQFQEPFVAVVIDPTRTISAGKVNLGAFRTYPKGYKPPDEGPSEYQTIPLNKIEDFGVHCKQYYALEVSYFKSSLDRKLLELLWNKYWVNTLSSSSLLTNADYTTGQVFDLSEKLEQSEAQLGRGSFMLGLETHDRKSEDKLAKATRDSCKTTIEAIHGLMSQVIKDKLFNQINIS
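Assay system: HEK293T-derived human Csn5 enzyme; quantity: 0.24 nM enzyme; medium: Tris/NaCl/DTT buffer, pH 7.5; also added: substrate SCFSkp2-Nedd8OG, 10 nM; doses: 12.5 µM compound; schedule: 90 min reaction at room temperature; signal: FP; read-out: % inhibition of substrate cleavage by Csn5; benchmarks: substrate-only high control, full reaction low control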
Scp1 inh: inhibitors of human Scp-1 phosphatase; AID 493091; hit rate 0.88% among 340,000; inhibition, % at 20 µM; Q9GZU7; Recombinant Scp1, phosphopeptide, malachite green phosphate absorbance;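 active = inhibition above about 50% at 20 µM, limit read from the data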;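 note: plate controls were DMSO wells with enzyme for no effect and wells lacking enzyme for full effect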
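System: truncated SCP-1 phosphatase (76-261aa); medium: Tris acetate buffer pH 5.5 with MgCl2 and Tween-20; incubation: 45 min room-temperature reaction, 5 min colour, 30 min stabiliser; compound: single 20 µM dose, 1% DMSO; reagent: Phosphorylated 17-residue peptide substrate; read-out: % inhibition at 20 µM; technique: colorimetric free-phosphate detection, absorbance 630 nm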
Rpn11 inh: Rpn11 (human) deubiquitinase inhibition | O00487 | human 26S proteasome, Ub4-pepOG fluorescence polarization; 20S core pre-blocked with epoxomicin | calls only at 20 µM | hit rate 0.59% among 360,000;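 active = inhibition at 20 µM, scaled to each plate's controls, above about 33%, limit read from the data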
Neddyl block: blocks human cullin neddylation | AID 651699 | calls only at 25 µM | TR-FRET cullin neddylation, biochemical | hit rate 0.58% among 360,000; in the data active = inhibition above about 36%
Target sequence (P61081 whole entry, looked up): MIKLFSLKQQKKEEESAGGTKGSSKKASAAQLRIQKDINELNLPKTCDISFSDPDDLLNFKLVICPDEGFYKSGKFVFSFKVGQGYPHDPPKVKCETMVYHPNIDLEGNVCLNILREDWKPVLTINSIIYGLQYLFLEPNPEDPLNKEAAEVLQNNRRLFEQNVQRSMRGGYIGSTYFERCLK
Target sequence (Q13564 whole entry, looked up): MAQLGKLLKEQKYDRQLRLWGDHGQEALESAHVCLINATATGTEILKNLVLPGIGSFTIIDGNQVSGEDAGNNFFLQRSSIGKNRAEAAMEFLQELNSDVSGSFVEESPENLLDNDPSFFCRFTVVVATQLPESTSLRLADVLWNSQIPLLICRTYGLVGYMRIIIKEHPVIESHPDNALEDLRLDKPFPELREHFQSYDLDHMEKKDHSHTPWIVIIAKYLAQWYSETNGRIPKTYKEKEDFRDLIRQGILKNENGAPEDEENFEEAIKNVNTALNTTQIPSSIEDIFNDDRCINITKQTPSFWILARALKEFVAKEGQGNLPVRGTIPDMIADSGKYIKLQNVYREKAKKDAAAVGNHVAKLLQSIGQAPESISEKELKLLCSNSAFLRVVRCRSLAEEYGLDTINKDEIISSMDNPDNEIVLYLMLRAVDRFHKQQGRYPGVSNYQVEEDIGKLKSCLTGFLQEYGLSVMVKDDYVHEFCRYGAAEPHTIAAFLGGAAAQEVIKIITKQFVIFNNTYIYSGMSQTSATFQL
NadD block: inhibitors of Staphylococcus aureus NadD; purified NadD enzyme, colorimetric absorbance read-out; inhibition, % at 20 µM; hit rate 0.78% among 360,000; AID 602399; in the data active = inhibition above about 26%; note: some compounds past the cut are filed as inactive
DNMT1 block: DNMT1 (human) enzyme inhibition; P26358; DNMT1 molecular beacon, Hinp1I cleavage, fluorescence; inhibition (reported as % activation of signal), % at 10 µM; hit rate 0.83% among 360,000; in the data active = inhibition above about 50%
Rin1 Abl inh: blocks binding of human Rin1 to Abl | P00519+Q13671 | TR-FRET Rin1/Abl binding, biochemical | inhibition, % at 7.35 µM | hit rate 0.4% among 360,000; in the data active = inhibition above about 5%, passing the limit was not always enough
LMPTP block: LMPTP (human) inhibition. hit rate 0.22% among 360,000. inhibition, % at 20 µM. P24666. recombinant LMPTP-A, OMFP fluorogenic substrate, fluorescence intensity;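 active = compounds that cut the enzyme signal by at least half of the control window in the single-dose screen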;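 note: plate controls were DMSO wells with enzyme plus substrate for no effect and substrate without enzyme for full effect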
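Test system: LMPTP-A, protein tyrosine phosphatase of low molecular weight; Input: 0.625 nM enzyme; Incubation: 50 min dark incubation at room temperature; Signal: endpoint fluorescence intensity from OMFP dephosphorylation; Read-out basis: % inhibition versus control wells.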
* hit, by the source's call; i = inactive; · = no result given; + = active, no number.

SMILES	SUMO1 PPI mod	STEP inh	CSN deneddyl inh	Scp1 inh	Rpn11 inh	Neddyl block	NadD block	DNMT1 block	Rin1 Abl inh	LMPTP block
Cc1ccccc1-c1ccc(C=Nc2c(C)n(C)n(-c3ccccc3)c2=O)o1	-18	4	3	-1	i	i	-2	-6	-19	0.4
Cc1csc(C(C#N)C(=O)c2ccncc2)n1 (stereo not drawn)	2	6	-1	0	i	i	-1	1	1	-1.1
CCOc1ccccc1N1CCN(C(=O)c2cc(S(=O)(=O)N(C)C)ccc2N2CCCC2)CC1	-9	0	-2	-6	i	i	10	-1	-4	-7.2
CCCNC(=O)C1(C)CCCN(C(=O)c2ccc3c(c2)CCO3)C1 (stereo not drawn)	1	-2	-2	·	i	i	2	5	-2	-2.4
COC(=O)c1ccc(-n2ccnc2)cc1	-1	0	6	-5	i	i	-1	3	1	-0.2
O=C(N/N=C/c1c(F)cccc1Cl)C(=O)N1CCCCCC1	3	0	5	-8	i	i	-3	1	-4	-0.6
COc1ccc(C2CC(c3cccs3)=Nc3ccccc3S2)cc1OC (stereo not drawn)	-6	0	2	-4	i	i	-3	-5	-3	1.3
CC(=O)Nc1ccc(S(=O)(=O)Nc2nccc(C3Cc4ccccc4C(=O)O3)n2)cc1 (stereo not drawn)	5	-3	-1	-11	i	i	4	3	1	-1.1
COc1ccc(Cc2n[nH]c(=S)n2NC(=O)Nc2ccc(C)cc2)cc1	0	7	0	-1	i	i	0	0	-1	-0.9
O=[N+]([O-])c1cc(/C=N/N2CCN(Cc3ccccc3)CC2)ccc1Cl	-3	2	2	5	i	i	5	-1	3	0.1
Cc1ccc2nc(-c3ccccn3)cc(C(=O)NC(C)C(C)(C)C)c2c1 (stereo not drawn)	-8	-3	0	-2	i	i	-5	-2	4	-0.8
CSc1nc(N)nc(SC2C=CCCC2)c1C#N (stereo not drawn)	6	1	5	-12	i	i	-10	-1	-4	3.4
O=C(OCc1cc2ccccc2[nH]c1=O)c1ccco1	0	-2	-4	-3	i	i	-9	2	1	-0.8
CNC(=O)COC(=O)c1cccnc1SC	-3	-4	2	-8	i	i	-1	2	4	-0.2
CCn1c2ccc(CC(=O)O)cc2c2cc(CC(=O)O)ccc21	6	-2	0	-1	i	i	-1	-1	0	-0.6
O=C(c1ccccc1)n1nc(-c2ccccc2)nc1NCc1ccco1	3	4	1	-16	i	i	0	12	-1	2.6
CCCCc1cc(=O)oc2c(C)c(OCC(=O)N3C[C@H]4C[C@@H](C3)c3cccc(=O)n3C4)ccc12	16	3	5	-1	i	i	4	-3	-1	-0.6
CC(=O)C1=C(c2ccc(Br)cc2)C(=O)c2ccccc2C1=O	-8	-1	4	-8	i	i	-9	-24	1	2.1
COc1cccc(CC(CC(=O)O)C(=O)Nc2cc(C)ccc2C)c1 (stereo not drawn)	-2	-2	-5	-9	i	i	5	2	-1	-0.8
O=C(CN1CCCCC1)Nc1ccc(S(=O)(=O)NC2CCCCC2)cc1	-4	-2	-2	-3	i	i	-7	4	-1	-0.1
COc1ccc(C#Cc2c(C=O)n(C)c3ccccc23)cc1	-18	-1	-1	-8	i	·	1	-3	-1	-2.5
CCc1ccc2c(CN3CCN(S(=O)(=O)c4ccccc4F)CC3)cc(=O)oc2c1	-3	1	-8	-1	i	i	4	-10	-1	0.6
Cc1ccc(S(=O)(=O)n2nc(-c3ccco3)nc2SCc2ccccc2)cc1	5	0	2	-13	i	i	0	3	0	-1.2
CCCCNC(=O)c1sc2ncnc(N3CCc4ccccc4C3)c2c1C	-2	-1	-10	0	i	i	-7	-11	-7	0.7
Cc1c(C(=O)N2CCCCC2CCN2CCCC2=O)oc2c(F)cccc12 (stereo not drawn)	2	-2	4	1	i	i	-3	3	1	0.8
COc1ccc(-c2cnc3c(c2)C(=O)N([C@H](C)CO)C[C@@H](C)[C@H](CN(C)Cc2ccccc2)O3)cc1	5	-1	-1	·	i	i	2	-3	-2	-1.4
CN(C)C(=O)c1ccc(NC(=O)COc2ccc([N+](=O)[O-])cc2)cc1	-11	2	-11	3	i	i	-2	1	3	0.2
Cc1nn(CCO)c2ncc(C(=O)c3cc(F)ccc3O)cc12	3	-1	-2	-8	i	i	3	35	3	-1.5
CCn1cc(C(=O)N2CCc3ccccc32)c(=O)c2cc(S(=O)(=O)N3CCOCC3)ccc21	3	-7	0	-4	i	i	6	-2	3	0.0
Cc1cc(NC(=O)CSCCO)no1	1	2	-1	2	i	i	4	0	0	-1.3
Cc1cccc(N2CCN(C(=O)COc3cccc4c3OC(C)(C)C4)CC2)c1C	4	2	3	1	i	i	3	-2	0	-0.6
CCOC(=O)c1ccc(-c2ccc(CO)o2)cc1	-6	-2	3	0	i	·	1	-11	-2	-0.2
c1ccc2c(c1)ccn2CCCN1CCCCC1	2	-2	0	-8	i	i	-3	1	2	1.0
COC(=O)Cn1c(=O)c2c(nc3n2CCCN3CCc2ccc(OC)c(OC)c2)n(C)c1=O	3	0	3	-7	i	i	-4	4	2	-0.1
Cc1ccc(-c2c(C(=O)N/N=C/c3ccc(OC(C)C)cc3)nnn2-c2nonc2N)cc1	-1	3	2	7	i	+	15	-9	-4	3.4
S=C(NCCN1CCOCC1)Nc1ccc(Br)cc1	-1	2	-15	-5	i	i	0	0	4	-3.2
Cc1cccc(NC(=O)c2nc[nH]c2C(=O)NCc2ccccc2)c1	-26	-2	5	-8	i	i	1	-9	0	-1.5
CC(=O)c1sc(NC(=O)c2c(F)cccc2F)nc1-c1ccccc1	-11	1	1	-7	i	i	-2	-4	-4	-0.9
O=C(NC1CCCC1)C1CCN(C(=O)c2ccc(Cl)cc2)CC1	6	-1	-2	-6	i	i	-2	1	1	-1.4
CCC(=O)N/C(N)=N/c1nc(C)c2cc(C)c(C)cc2n1	-1	3	6	-4	i	i	1	-3	0	-1.1
O=C(Nc1nnc(SCc2ccc(F)cc2)s1)c1ccccn1	2	3	-2	-1	i	i	0	-2	0	2.1
CCN1C(=O)/C(=C/N(C(C)=O)c2ccccc2)N(c2ccccc2)C1=S	2	0	-2	-12	i	i	-5	1	-1	-1.5
Cc1csc(NC(=O)CSc2nc(=O)n(CCCN(C)C)c3c2CCC3)n1	0	0	0	-10	i	i	-2	2	1	0.1
COc1ccc(S(=O)(=O)N2CCN(CC(=O)N3c4ccccc4CC3C)CC2)cc1OC (stereo not drawn)	0	1	18	-3	i	i	1	0	-3	-0.4
CCN(CCCNC(=O)C1CCN(S(=O)(=O)N2CCC3(CC2)OCCO3)CC1)c1ccccc1	-2	0	2	-3	i	i	6	0	-3	-0.3
CCOc1ccc(NC(=O)C2C(C(=O)O)C3(Cl)C(Cl)=C(Cl)C2(Cl)C3(Cl)Cl)cc1 (stereo not drawn)	6	-4	-13	-6	i	i	-6	0	1	-0.8
COc1ccc(NC(=O)N2CCN(C(=O)C(Cc3ccc(F)cc3)NC(C)=O)CC2)cc1 (stereo not drawn)	0	-1	-10	-3	i	i	-2	2	-4	-2.0
COc1ccccc1N(CC(O)COc1ccc(C)cc1)S(=O)(=O)c1ccccc1 (stereo not drawn)	3	-3	-1	-8	i	i	-5	0	-1	0.6
Cc1onc(-c2ccccc2Cl)c1C(=O)NNC(=O)c1nn(C)cc1Cl	0	-2	0	-1	i	i	-2	-3	0	-1.1
Cc1cc2nnc(SCc3ccccc3)n2c(N)n1	0	0	-12	-3	i	i	-9	8	-1	-0.2
Cc1cc(C=O)sc1[B-](F)(F)F	1	-4	-6	4	i	i	-2	6	0	1.1
NC(=O)COC(=O)c1cccc2c1-c1ccccc1C2=O	-18	-4	-4	-12	i	i	-8	22	-4	0.5
COc1ccc(C2C3=C(CCCC3=O)N(CC(=O)O)C3=C2C(=O)CCC3)cc1Br	7	-5	-2	·	i	·	0	-1	-1	-1.0
O=C(NC(=S)Nc1cc([N+](=O)[O-])ccc1O)c1cccnc1	-8	5	7	33	i	i	-4	-4	1	4.0
O=C(CNC(=O)c1cc(Cl)cc([N+](=O)[O-])c1)NC1CC1	-31	2	-2	0	i	i	9	0	2	-1.6
CC(C)CNC(=O)COc1ccccc1[N+](=O)[O-]	-5	-2	-7	3	i	i	-1	1	-2	-1.3
COc1ccccc1CN(C)CC(=O)Nc1ccccc1-c1ccccc1	-1	-1	-10	3	i	i	-6	-3	1	1.0
CCOc1ccc(CCNc2nc3ccccc3n3c(C)nnc23)cc1OCC	-4	-1	-3	2	i	i	-10	3	-1	0.6
COc1ccc(CN2C(=O)c3cccnc3C2Nc2cc(Cl)ccc2OC)cc1 (stereo not drawn)	7	-8	1	-8	i	i	24	-24	6	3.1
Cc1ccc(Nc2nnc(SC(C)C(=O)Nc3c(C)n(C)n(-c4ccccc4)c3=O)s2)cc1 (stereo not drawn)	0	0	-2	0	i	i	1	2	0	-0.6

Next section
SMILES	SUMO1 PPI mod	STEP inh	CSN deneddyl inh	Scp1 inh	Rpn11 inh	Neddyl block	NadD block	DNMT1 block	Rin1 Abl inh	LMPTP block
COc1cccc(NC(=S)N(CCc2c(C)[nH]c3ccccc23)Cc2ccco2)c1	1	-3	6	-3	i	i	1	-26	-1	1.7
COC(=O)c1cc(Br)c(=O)n(Cc2ccc(C(=O)O)cc2)c1	2	-4	4	0	i	i	-1	2	-7	0.2
CC1=C(C(=O)OC2CCCCC2)C(c2ccc(N(C)C)cc2)NC(=O)N1 (stereo not drawn)	-1	0	6	-1	i	i	4	-5	-1	2.4
Cc1noc(C)c1C(=O)N1CCN(c2ncccn2)CC1	2	-1	4	-5	i	i	-1	2	0	-0.2
COc1ccc(-c2cn3c(C)c(C(=O)N4CCN(c5ccccc5)CC4)sc3n2)cc1	0	1	-4	-3	i	i	4	-5	1	2.3
O=c1[nH]c(CSc2nnc(-c3cccnc3)n2C2CCCCC2)nc2ccccc12	3	-2	0	-4	i	i	2	3	3	-1.6

One compound at a time, from the list above.
COc1cccc(NC(=S)N(CCc2c(C)[nH]c3ccccc23)Cc2ccco2)c1 reads SUMO1 PPI mod: 1; STEP inh: -3; CSN deneddyl inh: 6; Scp1 inh: -3; Rpn11 inh: i; Neddyl block: i; NadD block: 1; DNMT1 block: -26; Rin1 Abl inh: -1; LMPTP block: 1.7
Cc1noc(C)c1C(=O)N1CCN(c2ncccn2)CC1 reads SUMO1 PPI mod: 2; STEP inh: -1; CSN deneddyl inh: 4; Scp1 inh: -5; Rpn11 inh: i; Neddyl block: i; NadD block: -1; DNMT1 block: 2; Rin1 Abl inh: 0; LMPTP block: -0.2
CC1=C(C(=O)OC2CCCCC2)C(c2ccc(N(C)C)cc2)NC(=O)N1 (stereo not drawn) reads SUMO1 PPI mod: -1; STEP inh: 0; CSN deneddyl inh: 6; Scp1 inh: -1; Rpn11 inh: i; Neddyl block: i; NadD block: 4; DNMT1 block: -5; Rin1 Abl inh: -1; LMPTP block: 2.4
